# Compound activity (PubChem BioAssay)
# RGS4 inh – inhibitors of human regulator of G protein signaling 4 | Transcreener GDP fluorescence polarization, RGS4-accelerated GTP hydrolysis | Potency, µM (doses to about 114 µM), for inactives: at the highest dose activity change, negative = inhibition, actives largely listed as inhibitors | 390,000 tested, 0.039% active; further: potency means the concentration at half of the fitted maximal effect; on the % scale 0 is the no-effect control and ±100 the full control effect; nearly all actives have a fitted effect of over 75% in size; some results filed as inactive show a strong effect at the top dose
#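 MLSMR compounds (23 nl, pin-transferred) preincubated 10 min at room temperature with a 500nM (2x) first reagent, then RGS4 at 900nM (2x) plus Transcreener GDP mix added; fluorescence polarization (620/688 nm) read before and after 90 min at 30 °C.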
# GLS inhibitor – glutaminase GLS (human) inhibition | 410,000 tested, 0.21% active | O94925 | Potency, µM (highest dose often 45.5 µM), inactives show at the top dose activity change, negative = inhibition, hits mostly inhibitors | GLS enzymatic activity, qHTS titration; further: potency means the concentration at half of the fitted maximal effect; on the % scale 0 is the no-effect control and ±100 the full control effect
#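 Read-out is an Amplex red fluorescence increase coupled through glutamate oxidase and HRP, measured before and after 30 min room-temperature incubation. hKGA is in 45 mM KH2PO4 (pH 8.2) with 0.02% Tween-20; glutamine added as 1mM solution.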
# HP1b binding inh – inhibitors of HP1-beta chromodomain binding to methylated histone tails; AID 540317; AlphaScreen HP1-beta / biotin-H3K9me3 peptide binding; 390,000 tested, 0.56% active; P83916; Potency, µM (titrated, usually from 114 µM), for inactives: top-dose activity change, negative = inhibition, actives largely listed as inhibitors; further: potency means the concentration at half of the fitted maximal effect; nearly all actives have a fitted effect of over 70% in size; inactives centre near 23
#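 HP1-beta protein (50 nM final) preincubated 30 min at room temperature with biotinylated H3(1-18)K9me3 peptide (50 nM) in PBS pH 7.4, 0.01% Tween-20, then compound added for 30 min. AlphaScreen streptavidin donor/nickel chelate acceptor beads (10 ug/mL final), 30 min dark, luminescence read.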
# G9a block – G9a (human) methyltransferase inhibition; Q96KQ7; G9a H3K9 monomethylation, AlphaScreen, 2 h; Potency, µM (top dose mostly 102 µM), for inactives: at the highest dose activity, negative = inhibition, hits mostly inhibitors; 350,000 tested, 8.8% active; further: potency means the concentration at half of the fitted maximal effect; on the % scale 0 is the no-effect control and ±100 the full control effect; nearly all actives have a fitted effect of over 75% in size
# Target sequence (Q96KQ7 913-1193 limits assumed): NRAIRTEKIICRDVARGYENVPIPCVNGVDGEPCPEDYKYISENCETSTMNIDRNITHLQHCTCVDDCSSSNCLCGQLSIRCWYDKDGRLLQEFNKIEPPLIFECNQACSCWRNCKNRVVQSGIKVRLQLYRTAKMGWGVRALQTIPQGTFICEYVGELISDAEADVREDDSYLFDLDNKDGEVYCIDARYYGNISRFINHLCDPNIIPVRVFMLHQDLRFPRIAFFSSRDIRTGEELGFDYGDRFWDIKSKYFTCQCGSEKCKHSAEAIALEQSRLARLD
#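 G9a (20 nM) preincubated 15 min RT with compounds, then 500 nM biotinylated H3K9 peptide and 20 uM SAM added; 2 h RT reaction. Monomethyl-H3K9 product detected by AlphaScreen with anti-H3K9me1 antibody, streptavidin donor and anti-rabbit IgG acceptor beads.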
# JMJD2A Tudor inh – JMJD2A Tudor domain (human) inhibition; 390,000 tested, 4.4% active; AlphaScreen JMJD2A-Tudor / H3K4me3 peptide binding; Potency, µM (doses to about 114 µM), for the others: top-dose activity change, negative = inhibition, most hits filed as inhibitors; further: potency means the concentration at half of the fitted maximal effect; on the % scale 0 is the no-effect control and ±100 the full control effect; nearly all actives have a fitted effect of over 50% in size
# ALOX12 inh – blocks human arachidonate 12S-lipoxygenase; P18054; purified 12hLO, xylenol orange hydroperoxide absorbance; Potency, µM (highest dose often 108 µM), for the others: at the highest dose activity change, negative = inhibition, hits mostly inhibitors; 580,000 tested, 1.1% active; further: potency means the concentration at half of the fitted maximal effect; on the % scale 0 is the no-effect control and ±100 the full control effect
# Target sequence (P18054 whole entry, looked up): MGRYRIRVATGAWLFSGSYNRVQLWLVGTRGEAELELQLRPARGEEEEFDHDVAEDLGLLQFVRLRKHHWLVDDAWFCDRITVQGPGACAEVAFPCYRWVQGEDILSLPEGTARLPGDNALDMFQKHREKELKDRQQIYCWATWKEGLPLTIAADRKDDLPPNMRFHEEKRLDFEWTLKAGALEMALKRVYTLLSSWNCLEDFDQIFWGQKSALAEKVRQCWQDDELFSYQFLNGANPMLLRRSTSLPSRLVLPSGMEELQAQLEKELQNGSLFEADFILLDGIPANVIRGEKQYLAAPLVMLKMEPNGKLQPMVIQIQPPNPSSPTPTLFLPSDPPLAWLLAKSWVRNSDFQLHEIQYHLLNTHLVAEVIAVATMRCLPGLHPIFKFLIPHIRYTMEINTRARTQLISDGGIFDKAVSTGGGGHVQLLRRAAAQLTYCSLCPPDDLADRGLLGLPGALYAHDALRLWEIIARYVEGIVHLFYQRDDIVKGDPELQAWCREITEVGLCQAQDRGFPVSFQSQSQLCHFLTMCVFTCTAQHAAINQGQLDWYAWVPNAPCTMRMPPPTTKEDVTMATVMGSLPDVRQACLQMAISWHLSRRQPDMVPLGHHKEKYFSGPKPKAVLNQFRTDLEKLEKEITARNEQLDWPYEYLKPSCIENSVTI
#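 Hydroperoxide product was detected by ferrous iron/xylenol orange as the 573 to 405 nm absorbance ratio. Arachidonic acid at 40 uM (final) was turned over for 30 min at room temperature by 150 nM human 12hLO, pH 7.0 Hepes buffer, after 15 min compound preincubation.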
# ERG-DNA inh – blocks human ERG Ets domain binding to DNA; Potency, µM (doses to about 76.9 µM), inactives show top-dose FP activity, negative = inhibition, usual class: inhibitors; 370,000 tested, 0.028% active; fluorescence polarization, His-ERG Ets domain / labelled DNA; P11308; active means well fitted inhibition curve with a large enough effect in the polarisation, with a control signal flat; inconclusive means small, poorly fitted or top-dose-only effect, or effect the other way, or a change in a side signal; inactive means no such curve, though single readings can be large or run the other way; the % refers to the polarisation;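 further: polarization taken with two DNA probes labelled with fluorescein and Texas red; potency means the concentration at half of the fitted maximal effect; % of control where 0% means no effect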
#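 His-tagged ERG Ets domain (1 uM in the protein solution; 300mM KCl, 50mM Tris-HCl, 1mM EDTA, 1mM DTT, pH 7.5) received compound, then a probe mix of 5 nM fluorescein-DNA and 100nM Texas-615-DNA. Fluorescence polarization was read for both dyes.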
# BAZ2B block – BAZ2B (human) inhibition; Q9UIF8; AlphaScreen BAZ2B-H3K14Ac peptide displacement; Potency, µM (series often up to 114 µM), without a hit: at the highest dose activity change, negative = inhibition, usual class: inhibitors; 360,000 tested, 4.4% active; further: potency means the concentration at half of the fitted maximal effect; on the % scale 0 is the no-effect control and ±100 the full control effect; nearly all actives have a fitted effect of over 60% in size
#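 Multi-concentration screen (max 110 uM) measuring displacement of acetylated histone H3 peptide from BAZ2B by AlphaScreen, using 50 nM protein, 50 nM peptide and 10 ug/mL streptavidin donor plus Ni-chelate acceptor beads.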
# PI4K2A inh – blocks human PI4K2A kinase activity; 420,000 tested, 0.13% active; purified PI4K2A, ADP-Glo luminescence, 1 h; stronger effect = lower value; activity change, negative = inhibition, % at 76.9 µM; in the data active means activity change below about -50%; inconclusive means mostly about -30% to -49%;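 further: -100% = wells without enzyme as full effect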
#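 ADP-Glo luminescence measured ADP generated by PI4K2A enzyme (4 ug/mL before mixing) with 1.2 mM PI substrate (pre-mix) and 300 microM ATP (pre-mix). Tris pH7.5 buffer with MgCl2, Triton X-100; 1 h reaction at ambient temperature.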
# The depositor's hits bear a star; ? = inconclusive; / = no result given; [ ] = remark or other dose. Unless noted, the call rests on the fitted dose curve; in most records, active means well fitted curve in the direction sought with a large enough effect; inconclusive means small, poorly fitted or top-dose-only effect, or another doubt; inactive means no such curve, though single readings can be large; an effect the other way counts as inactive or inconclusive.
SMILES,RGS4 inh,GLS inhibitor,HP1b binding inh,G9a block,JMJD2A Tudor inh,ALOX12 inh,ERG-DNA inh,BAZ2B block,PI4K2A inh
COc1ccc(CNC(=O)CN2C(=O)NC3(CCCc4sccc43)C2=O)cc1OC (stereo unspecified),-19%,-1%,19%,21%[12.7 µM],-14%,-2%,14%,-5%,3
CCNC(=O)NC(=O)C(C)OC(=O)c1cc(S(=O)(=O)N2CCCCCC2)ccc1OC (stereo unspecified),32%,3%,12%,4%[59 µM],-1%,0%,0%,7%,-2
COC(=O)c1ccccc1NC(=O)c1cc2c(s1)-c1ccccc1OC2,12%,6%,202%[activator],169%[activator][59 µM],147%[activator],2%,-4%,131%[activator],-2
CCN=C1S/C(=C\c2cn(C(C)=O)nc2-c2ccccc2)C(=O)N1CC,-3%,4%,28%,16%[59 µM],1%,-10%,-2%,9%,7
O=C(COc1cccc(-n2cnnn2)c1)Nc1ccc([N+](=O)[O-])cc1,-15%,-13%,-21%,14%,-15%,-29%,3%,3%,5
CCN(C(=O)Cn1c(=O)n(CCCS(=O)(=O)C2CCCCC2)c(=O)c2ccccc21)c1cccc(C)c1,-16%,-1%,32%,8%[59 µM],-3%,0%,4%,-3%,-2
Cc1ccc(Sc2cc(C(=O)NCCCN(C)C)c3ccccc3n2)cc1,2%,-6%,28%,-8%,-10%,0%,1%,-7%,4
O=C(Nc1nc2cc3c(cc2s1)OCCO3)c1cccs1,-5%[11.4 µM],4%,76%[activator],15%,7%[11.4 µM],9%,-2%,5%,-19
O=C(c1ccc(Cl)cc1)N1CCc2ccccc21,-11%,-1%,2%,63%[activator],5%,0%,4%,2%,2
COc1ccc2sc(N(Cc3cccnc3)C(=O)C3CCCCC3)nc2c1,-19%,0%,39%,3%[59 µM],-7%,-6%,-3%,-19%,-4
N#Cc1ccsc1NC(=O)CSc1ncnc2ccccc12,1%,2%,23%,-38%[59 µM],-20%,0%,-3%,-7%,-12
NC(=O)NC(CC(=O)OCC(=O)NC(=O)NCc1ccco1)c1ccc(Cl)cc1 (stereo unspecified),8%,1%,8%,-40%[59 µM],-21%,0%,-2%,-38%,-2
CC(C)CN1CCN(Cc2ccc3ncccc3c2)CC1CCO (stereo unspecified),-13%,-2%,25%,-21%[59 µM],-20%,-8%,7%,-15%,-23
COc1ccc(-n2c(=S)[nH]c3cc(C(=O)NCc4ccccc4OC)ccc3c2=O)c(OC)c1,0%,0%,28%,17%,-18%,-27%,9%,0%,4
Cc1ccc(OCc2cc(=O)n3cc(C)sc3n2)c(NC(=O)c2ccco2)c1,14%,2%,24%[57 µM],6%[59 µM],?,-11%,-4%,6%,-5
CCn1cc(C(=O)N2CCN(C(=O)c3ccco3)CC2)c2cc(OC)c(OC)cc2c1=O,-19%,2%,70%[activator],11%[59 µM],7%,0%,-1%,9%,5
CC(=O)Nc1ccc(NC(=O)c2cc(-n3cnnc3)ccc2Cl)cc1,-9%,0%,38%,?,2%,-22%,6%,-25%,-8
Cc1ccn(C(=O)c2cc3cc(Cl)ccc3oc2=O)n1,11%,0%,33%,10%[12.7 µM],-16%,-19%,-1%,-1%,6
Cc1nc2ccc(-c3nc4ccccc4o3)cc2[nH]1,49%,11%,28%,-31%[59 µM],-2%,-5%,-11%,-3%,-12
O=C(Cn1cc(C(F)(F)F)cc(Cl)c1=O)NCc1ccc(Cl)cc1,-22%,3%,18%,4%,-17%,14%,12%,-12%,3
CCSc1nnc(Cn2c(=O)sc3ccccc32)n1C,?,-3%,0%,10%[59 µM],?,204%[activator],0%,-1%,1
Cc1ccc2[nH]c(=O)c(CN(CCc3ccccc3)C(c3nnnn3Cc3ccco3)C(C)C)cc2c1 (stereo unspecified),?,3%,-14%,?,?,11µM*,10%,-30%,-6
Cc1cc([N+](=O)[O-])nn1CC(=O)Nc1sc2c(c1C(N)=O)CCCC2,-7%,4%,-17%,32µM*,-25%,-29%,-2%,-26%,3
CCOC(=O)C(=O)Nc1ccc(Oc2ccccc2)cc1,5%,-1%,42%[activator],?,8%,-8%,10%,-4%,-14
CC(C)Cc1ccc(CN2CCCC(NC(=O)CCN3CCCO3)C2)cc1 (stereo unspecified),-6%,0%,11%,79µM*,-25%,0%,6%,-32%,-1
O=C(CSc1nc(NS(=O)(=O)c2ccccc2)cc(=O)[nH]1)Nc1ccc(Cl)cc1,?,1%,54%[activator],71µM*,-26%,?,6%,79µM*,-27
Clc1ccc(OCc2nc(-c3ccncc3)no2)c(Cl)c1,-25%,-36%,117%,8%[59 µM],-2%[57.1 µM],0%,7%,48%[activator],2
CC(C)Cc1nc2sc3c(SCC(N)=O)ncnc3c2c2c1CCC2,14%,2%,41%[activator],-16%,-7%,0%,-1%,-8%,2
CCOc1cc(/C=C2\C(=N)N3N=CSC3=NC2=O)ccc1OS(=O)(=O)c1ccccc1,-6%,-11%,8%,12%,-23%,0%,1%,0%,0
Cc1ccc2cc3c(N)[nH]nc3nc2c1,-6%,3%,31%,-4%[59 µM],-15%,27%,-2%,3%,-4
COc1cc(/C=N/NC(=O)CC2(C)OCCO2)cc(Br)c1O,-14%,35%[activator],25%,-36%,-7%,1%,?,4%,1
CCc1ccc(-n2c(=O)c3c(C)c(C)sc3n(CC(=O)NCc3ccc(C)cc3)c2=O)cc1,-20%,2%,65%[activator],36%[59 µM],-3%,?,-2%,33%[activator],-5
O=C(COC(=O)CC1CC2CCC1C2)NCc1ccc(Cl)cc1 (stereo unspecified),4%,-19%,25%,/,15%,1%,-9%,/,-3
Cc1cccc(Cn2ccc(-c3ccc(Cl)cc3)c(C#N)c2=O)c1,-41%,-3%,15%,1%[59 µM],1%,-8%,6%,5%,7
CCc1ccc(N2CN(Cc3cccnc3)CNC2=S)cc1,1%,34%[activator],21%,/,9%,0%,-2%,-10%,3
COCCNC(=O)C(c1ccco1)N(C(=O)Cn1nnc2ccccc21)c1ccccc1C (stereo unspecified),14%,10%,31%,-1%[12.7 µM],-7%,-1%,-5%,0%,4
COc1ccc(CNS(=O)(=O)c2ccc3c(c2)C(C)(C)C(=O)N3C)cc1,5%[56.9 µM],-24%,27%,2%,-20%,-9%,-10%,-33%,4
O=C(CN1CCN(S(=O)(=O)c2ccccc2)CC1)Nc1ccc2c(c1)CCC2,3%,-1%,4%,-11%,-22%,-20%,-13%,-11%,0
O=C(COC(=O)CCc1ccc(S(=O)(=O)N2CCOCC2)cc1)Nc1ccc(Cl)cn1,10%[11.4 µM],-5%,11%,-31%[12.7 µM],-8%[57.1 µM],1%,-10%,?,1
CCN1C(=O)[C@@H]2[C@@H](c3ccc(-c4ccccc4)cc3)N3CCCC[C@@]3(C(=O)OC)[C@@H]2C1=O,10%,2%,35%,-7%[2.33 µM],-30%,-25%,10%,-6%,2
Cc1ccc(CCCNC(=O)C2CCC(=O)N(Cc3cccc(F)c3)C2)cc1 (stereo unspecified),22%,2%,14%,0%,2%,-14%,-8%,-2%,3
Cc1ccc(C(=O)COC(=O)c2ccc(-c3cnc4ccccc4n3)cc2)cc1C,14%,0%,15%,-7%[59 µM],-15%,0%,8%,0%,-7
CCCOc1ccc2ccccc2c1/C=N/n1c(C)nnc1-n1nc(C)cc1C,-6%,14%,19%,24%[59 µM],-20%,163%[activator],-1%,-11%,2
CN1/C(=C\C(=O)CN2C(=O)NC3(CCCCCC3)C2=O)C(C)(C)c2ccccc21,-22%,2%,-9%,?,-32%,-13%,4%,-27%,1

# Shown as tab-separated lines: part of the list above.
SMILES	RGS4 inh	GLS inhibitor	HP1b binding inh	G9a block	JMJD2A Tudor inh	ALOX12 inh	ERG-DNA inh	BAZ2B block	PI4K2A inh
COc1ccc(CNS(=O)(=O)c2ccc3c(c2)C(C)(C)C(=O)N3C)cc1	5%[56.9 µM]	-24%	27%	2%	-20%	-9%	-10%	-33%	4
O=C(CN1CCN(S(=O)(=O)c2ccccc2)CC1)Nc1ccc2c(c1)CCC2	3%	-1%	4%	-11%	-22%	-20%	-13%	-11%	0
O=C(COC(=O)CCc1ccc(S(=O)(=O)N2CCOCC2)cc1)Nc1ccc(Cl)cn1	10%[11.4 µM]	-5%	11%	-31%[12.7 µM]	-8%[57.1 µM]	1%	-10%	?	1
CCN1C(=O)[C@@H]2[C@@H](c3ccc(-c4ccccc4)cc3)N3CCCC[C@@]3(C(=O)OC)[C@@H]2C1=O	10%	2%	35%	-7%[2.33 µM]	-30%	-25%	10%	-6%	2
Cc1ccc(CCCNC(=O)C2CCC(=O)N(Cc3cccc(F)c3)C2)cc1 (stereo unspecified)	22%	2%	14%	0%	2%	-14%	-8%	-2%	3
Cc1ccc(C(=O)COC(=O)c2ccc(-c3cnc4ccccc4n3)cc2)cc1C	14%	0%	15%	-7%[59 µM]	-15%	0%	8%	0%	-7
CCCOc1ccc2ccccc2c1/C=N/n1c(C)nnc1-n1nc(C)cc1C	-6%	14%	19%	24%[59 µM]	-20%	163%[activator]	-1%	-11%	2

# Some of the compounds tested; count on the stated rates, not on these rows.
